Artemis endo inh = inhibitors of human Artemis endonuclease activity; Q96SD1; recombinant Artemis, quenched FAM hairpin cleavage fluorescence; inhibition, % at 10 µM; 0.78% of 30,000 active; AID 686954;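 active = at 10 µM dose, at least 30% inhibition, measured as corrected fluorescence normalized to stimulator and neutral control wells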
Target sequence (Q96SD1 whole entry, looked up): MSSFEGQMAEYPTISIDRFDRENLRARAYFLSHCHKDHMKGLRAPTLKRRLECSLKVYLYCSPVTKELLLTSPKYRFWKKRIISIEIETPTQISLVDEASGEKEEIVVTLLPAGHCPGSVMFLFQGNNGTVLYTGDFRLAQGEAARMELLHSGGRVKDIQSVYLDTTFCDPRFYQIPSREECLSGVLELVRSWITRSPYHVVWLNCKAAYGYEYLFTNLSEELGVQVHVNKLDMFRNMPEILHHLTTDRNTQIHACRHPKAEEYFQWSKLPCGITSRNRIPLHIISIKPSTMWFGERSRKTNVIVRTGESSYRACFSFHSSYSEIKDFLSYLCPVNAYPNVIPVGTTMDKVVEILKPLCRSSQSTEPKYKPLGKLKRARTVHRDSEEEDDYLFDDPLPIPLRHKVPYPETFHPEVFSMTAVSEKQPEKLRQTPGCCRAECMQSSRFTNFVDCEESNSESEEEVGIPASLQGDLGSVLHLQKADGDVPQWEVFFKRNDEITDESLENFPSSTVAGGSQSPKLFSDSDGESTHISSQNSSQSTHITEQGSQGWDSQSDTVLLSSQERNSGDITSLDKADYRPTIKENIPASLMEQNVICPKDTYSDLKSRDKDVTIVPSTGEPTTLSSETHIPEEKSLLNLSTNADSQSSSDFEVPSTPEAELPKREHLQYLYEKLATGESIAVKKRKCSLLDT
The depositor's hits bear a star. These rows are one share of the data, so the mix of outcomes need not match the whole.

SMILES | Artemis endo inh
CSCCC(NC(=O)OC(C)(C)C)C(=O)NC(CC(C)C)C(N)=O (centres undefined) | -1.4
CCCC12CN3CC(C)(CN(C1)C3c1ccc(OC)cc1)C2=O (centres undefined) | 0.8
Cc1ccccc1-n1c(SCc2c(C)noc2C)nnc1-c1c[nH]c2ccccc12 | -6.7
Cc1ccc(/C=N/N2CCN(c3ccc(Cl)cc3)CC2)o1 | -3.8
Cc1ccc(N(CC(=O)Nc2ccc3c(c2)OCCO3)S(=O)(=O)c2c(C)n[nH]c2C)cc1 | 1.8
COc1nonc1NC(=O)CSc1nc2ccccc2[nH]1 | -3.1
CC1=C(C(=O)Nc2ccccc2F)C(c2ccsc2)C2=C(CC(c3ccccc3)CC2=O)N1 (centres undefined) | 4.0
O=C(COc1ccc(Cl)cc1Br)NNC(=O)C(=O)N1CCCCC1 | 2.2
O=C(NCc1cccs1)c1nc2ncccn2n1 | -6.8
O=C1c2ccccc2C(=O)N1CCOCCN1C(=O)c2ccccc2C1=O | -1.6
COc1cccc(N/C=C/C(=O)c2ccc(Br)cc2)c1 | 2.2
Fc1ccc(CSc2nnc(Cc3sc(-c4ccccc4)nc3-c3ccccc3)o2)cc1 | 2.9
N#C/C(=C\c1cc([N+](=O)[O-])c(N2CCCCC2)cc1N1CCCCC1)c1nn(-c2ccccc2)c(N)c1C#N | 9.6
O=S(=O)(c1ccc(Oc2ncnc3scc(-c4ccccc4)c23)cc1)N1CCOCC1 | 3.7
O=C(Nc1ccccc1C(=O)OCC(=O)N1CCc2ccccc2C1)c1ccco1 | 8.3
COCc1cc(=O)n2[nH]c(C(F)(F)F)nc2n1 | -4.4
CCOC(=O)CSc1ncnc2c1nnn2-c1ccc(F)cc1 | 0.4
COc1cccc(C(=O)N/N=C/c2cn[nH]c2-c2ccc(OC)cc2OC)c1 | 7.4
CN1C(=O)C(=O)N(CC(=O)N2CCc3ccccc32)C1=O | -0.5
CCCCc1ccc(NC(=O)C2CCCO2)cc1 (centres undefined) | -13.9

Single entries from the list.
`Cc1ccc(N(CC(=O)Nc2ccc3c(c2)OCCO3)S(=O)(=O)c2c(C)n[nH]c2C)cc1` – Artemis endo inh: 1.8
`O=C1c2ccccc2C(=O)N1CCOCCN1C(=O)c2ccccc2C1=O` – Artemis endo inh: -1.6
`CCCCc1ccc(NC(=O)C2CCCO2)cc1` (centres undefined) – Artemis endo inh: -13.9
`Cc1ccc(/C=N/N2CCN(c3ccc(Cl)cc3)CC2)o1` – Artemis endo inh: -3.8
`O=C(NCc1cccs1)c1nc2ncccn2n1` – Artemis endo inh: -6.8

The main list resumes; the two compounds before the break are reprinted first.
SMILES | Artemis endo inh
CN1C(=O)C(=O)N(CC(=O)N2CCc3ccccc32)C1=O | -0.5
CCCCc1ccc(NC(=O)C2CCCO2)cc1 (centres undefined) | -13.9
CNc1cc(C)nc(-n2nc(C)cc2C)n1 | -3.3
CCC(Sc1ncnc2sc(C)c(C)c12)C(=O)OC (centres undefined) | -3.6
COCc1cc(C2C(C(=O)c3ccco3)=C(O)C(=O)N2CCOCCO)ccc1O (centres undefined) | 3.2
O=C(Nc1ncc(Cc2ccccc2)s1)c1cccs1 | 1.8
O=C(C1CCN(C2CC(=O)N(c3cccc(Cl)c3)C2=O)CC1)N1CCCCCC1 (centres undefined) | -0.6
O=C(Nc1ccccc1)c1ccc2c(c1)OCO2 | -1.9
Nc1nc(CSc2n[nH]c(-c3ccccc3)n2)nc(Nc2ccccc2)n1 | 3.0
NC1CCCCC1N=Cc1c(O)n(CCc2ccc(F)cc2)c(=O)[nH]c1=O (centres undefined) | 14.9
O=[N+]([O-])c1ccc(Oc2ccc(F)cc2)c2ccncc12 | 7.2
O=C(N1CCOCC1)N(CCN1CCOCC1)Cc1cccc2ccccc12 | -12.2
COc1ccccc1N1CCN(C(c2ccc(N(C)C)cc2)c2nnnn2CCc2ccccc2)CC1 (centres undefined) | 15.0
CC1Cc2cc(/C(O)=C3/C(=O)C(=O)N(CCCN(C)C)C3c3ccncc3)ccc2O1 (centres undefined) | -5.3
COc1cccc(NC(=O)CSc2nnc(Cn3nnc4ccccc43)n2C)c1 | 4.7
O=C1CCCCN1CCc1c[nH]c2ccccc12 | -0.5
COc1cc(Cl)cc2c1Sc1ccccc1/C2=C/CCN(C)C | 0.5
CCOC(=O)CSc1nnc(-c2ccncc2)o1 | 1.6
Cc1ccc(C(=O)CC2(O)C(=O)N(Cc3ccc4c(c3)OCO4)c3ccccc32)cc1 (centres undefined) | 8.5
Cc1ccc(C(=O)c2cc([N+](=O)[O-])ccc2N2CCOCC2)c(C)c1 | -2.6
Cc1c(C(=O)Nc2ccc(Oc3ccccc3)cc2)sc2nc3n(c(=O)c12)CCC3 | 0.1
CCCN1C(=O)NC2(O)C(=O)c3ccccc3C12O (centres undefined) | -4.0
Cc1ccc(CSc2nnc(-c3ccco3)o2)cc1 | 4.6
COc1ccc([N+](=O)[O-])cc1NC(=S)NC(NC(=O)C(c1ccccc1)c1ccccc1)C(Cl)(Cl)Cl (centres undefined) | 4.7
CCOC(=O)c1c(CN(CC)CC)oc2ccc(OC)cc12 | -10.2
CC(=O)c1cccc(NC(=O)N2CCCC2C(=O)NC2CCCCC2)c1 (centres undefined) | 5.7
CCOc1ccc2c3c(c(=O)oc2c1OCC)CCCC3 | 3.0
COc1ccc(C(=O)Cn2nnc(-c3ccccc3NC(=O)C3CCCCC3)n2)cc1 | 11.8
Cc1ccc(C)c(NC(=O)CN(C)C(=O)CCN2C(=O)c3ccccc3C2=O)c1 | -9.0
COc1ccccc1NC(=O)c1ccc(Cl)c(S(=O)(=O)N2CCOCC2)c1 | -6.3
O=C(NC1CCCCC1)c1cc2nc3c(c(C(F)(F)F)n2n1)CCCC3 | -15.3
CCC(C)NCC(O)COCc1ccc(Cl)cc1 (centres undefined) | -6.6
O=C(CN1C(=O)C2CC=CCC2C1=O)NCC1COc2ccccc2O1 (centres undefined) | -0.2
Cc1ccc(-c2ccc(/C=N\NC(=O)c3cc4c(ccc5ccccc54)o3)o2)cc1[N+](=O)[O-] | 13.4
Cc1c(NC(=O)C(C)Sc2n[nH]c(N)n2)c(=O)n(-c2ccccc2)n1C (centres undefined) | -7.0
CCOC(=O)CCCNC(=O)COC(=O)c1ccc(O)cc1 | -2.9
Cc1cc(=O)[nH]c(Nc2ccc(C(=O)OC(C)C)cc2)n1 | 3.8
O=C1OC(Nc2ccc(Cl)cn2)c2ccccc21 (centres undefined) | 0.2
O=C(CN(C1CCCCC1)C1CCCCC1)N1CCc2ccccc2C1 | -1.1
COc1cc(C2C(C#N)=C(N)Oc3cc(N)ccc32)cc(OC)c1OC (centres undefined) | 2.9
O=C(NC1CCC(O)CC1)c1ccc(S(=O)(=O)NCc2ccco2)cc1 (centres undefined) | -0.5
O=C(O)/C=C1\NC(=O)c2ccccc21 | 2.1
N#Cc1nc(Cc2cccc3ccccc23)oc1N1CCCCC1 | 4.8
COc1ccc(CCN2C(=O)C3C4CC(C5C(C(=O)NN)=NOC45)C3C2=O)cc1OC (centres undefined) | -7.5
Cc1occc1C(=O)Nc1ccc2c(c1)OCO2 | 4.5
NC(=O)c1ccsc1NC(=O)COC(=O)Cc1cccc2ccccc12 | 5.0
CCOC(=O)c1nn(C23CC4CC(CC(C4)C2)C3)c2c1C(=O)N(c1ccc(C)cc1)C2=O | -3.9
Cc1ccc(C)c(NS(=O)(=O)c2cc(Br)cnc2N)c1 | -0.6
Cc1ccc(Sc2nc(C)cc(C)c2S(C)(=O)=O)cc1 | -6.3
CC(=O)Nc1ccc(NC(=O)/C(Cl)=C/c2ccccc2)cc1 | -1.5
O=C(c1ccc(N2CCNCC2)cc1)c1cccnc1 | 11.5
CC(=O)NCN1CCN(CNC(C)=O)CC1 | -4.5
Cc1oc2c(c(=O)c1C)C(=O)CC(c1ccccc1)C2 (centres undefined) | 3.2
COc1ccc(OC)c(N2C(=O)[C@@H]3C(c4ccccc4Cl)=NO[C@@H]3C2=O)c1 | 16.5
CCOC(=O)c1c(C)[nH]c(C(=O)CN2C(=O)NC(CC)(c3ccccc3)C2=O)c1C (centres undefined) | 2.1
N#CC1(c2ccccc2)CCC(=NO)CC1 (centres undefined) | -3.8
Cc1nn(C)c(C)c1CN(C)S(=O)(=O)c1ccc(F)cc1 | -2.0
Cc1ccc(O)c(C(=O)c2cnc3c(c2)COc2ccc(C)cc2-3)c1 | 9.0
O=C(COc1ccccc1)NNc1c2ccccc2nc2ccccc12 | 11.9
CNC(=O)c1nn(-c2ccccc2)ccc1=O | -2.3
COc1ccc2c(Cl)c(C(=O)NC3CCS(=O)(=O)C3)sc2c1 (centres undefined) | 3.1
O=C(/C(=C/c1ccccc1)c1ccccc1)N1CCCCC1 | -1.2

(list continues)
SMILES | Artemis endo inh
CCOc1ccc2nc(NC(=O)CN3CCC(n4nnc5cc(C(F)(F)F)ccc54)CC3)sc2c1 | 3.4
CC(NO)C(C)(C)NO (centres undefined) | -10.7
Cc1sc2c(c1C)CN(C(C)(C)C)CN2C(=O)c1ccccc1 | -1.9
COc1ccccc1C(=O)NC(CCSC)C(=O)OCC(=O)NC(=O)NCc1ccco1 (centres undefined) | 4.6
CC(NC(=O)C1CCCC1)c1ccc2c(c1)OCCO2 (centres undefined) | -8.0
CC(C)(C)OC(=O)NNC(=O)c1ccc(Cl)cc1 | -10.4
COc1ccc(OCC(=O)OCCN(C)C)cc1 | 4.5
CC(C)(CNC(=O)c1cc(=O)[nH]c2ccccc12)N1CCOCC1 | -1.8
Cn1nnc2cc(C(=O)NCc3ccc4c(c3)OCO4)ccc21 | 3.8
O=S(=O)(c1ccc(F)c2ccccc12)N1CCCCC1 | -9.4
CCOC(=O)c1c(NC(=O)Cn2c(=O)oc3ccccc32)oc(C)c1C(C)=O | -10.4
CCc1ccc2c(c1)C1(NN=C(c3cccc4ccccc34)S1)C(=O)N2 (centres undefined) | 9.4
CCCn1c(=N)n(CC(=O)OCC)c2ccccc21 | 1.9
O=C(Oc1cccc(-c2cnc3ccccc3n2)c1)c1ccco1 | 1.3
Cn1c(=O)c2c(nc(N3CCN(c4ccccc4)CC3)n2CCCc2ccccc2)n(C)c1=O | 11.0
COC(=O)c1ccc(N2C(=O)c3ccc(OC)c(OC)c3C2=O)cc1 | -7.6
O=S(=O)(NCc1cn2ccsc2n1)c1cccs1 | -2.6
COc1ccc(-c2cc(C(=O)OCC(=O)Nc3cc(C)on3)c3ccccc3n2)cc1OC | -9.3
CCOc1ccc(C(=O)N/N=C/c2cccc3cccnc23)cc1 | 11.3
COc1ccc(CCNC(=O)CN2CCN(c3ccccc3Cl)CC2)cc1 | 15.2

Five records picked at random from those above, as already listed:
SMILES | Artemis endo inh
O=C(Oc1cccc(-c2cnc3ccccc3n2)c1)c1ccco1 | 1.3
O=S(=O)(c1ccc(F)c2ccccc12)N1CCCCC1 | -9.4
O=S(=O)(NCc1cn2ccsc2n1)c1cccs1 | -2.6
Cc1sc2c(c1C)CN(C(C)(C)C)CN2C(=O)c1ccccc1 | -1.9
CCOC(=O)c1c(NC(=O)Cn2c(=O)oc3ccccc32)oc(C)c1C(C)=O | -10.4

Next section.
SMILES | Artemis endo inh
Cc1ccc(C(=O)NCC(=O)NCC(=O)OCc2ccc(Oc3ccc([N+](=O)[O-])cc3)cc2)cc1 | -1.3
Cc1cc(C)c(S(=O)(=O)c2ccccc2C)c(Oc2ccccc2)n1 | -4.3
COc1ccc(NC(=O)C2C3C=CC(C3)C2C(=O)NCc2ccccn2)c(OC)c1 (centres undefined) | 4.2
CN1CCN(C(=S)Nc2ccc([N+](=O)[O-])cc2)CC1 | 0.4
COc1cccc(-n2ccnc2SCC(=O)Nc2nccs2)c1 | 0.8
Cc1cc(NC(=O)C(C)C)ncc1NC(=O)CCc1ccccc1 | -11.3
CCCCOC(=O)n1c(=S)oc2cc(Cl)ccc21 | -15.8
COc1cc2nc(COc3ccc(C#N)cc3)n(CC#N)c(=O)c2cc1OC | -1.5
Cc1cc(NC(=O)CCC(=O)N(c2ccc(F)cc2)C2(C(=O)NC3CCCCC3)CCCC2)no1 | 2.6
CC(NC(=O)CCC(=O)NC(C)C1COc2ccccc2O1)C1COc2ccccc2O1 (centres undefined) | -0.4
O=C1CSC(c2ccc(Cl)cc2)N1C1CCCCC1 (centres undefined) | -7.0
CC12CC3CC(C)(C1)CC(CN)(C3)C2 | -10.6
O=C(O)CC(c1ccc(Cl)cc1)n1cccc1 (centres undefined) | -2.5
O=C(CCN1C(=O)c2ccccc2C1=O)N(CCO)Cc1ccccc1 | -4.8
COC(=O)C(CC(C(=O)OC)C(=O)OC)C(=O)OC | 7.8
Cc1ccccc1OCCCC(=O)Nc1ccc(Br)cc1 | 4.0
CN1CCN(C(=O)CSc2nc(-c3cccs3)ccc2C#N)CC1 | -2.8
CC(NC(=O)Cc1ccsc1)c1ccc(S(N)(=O)=O)cc1 (centres undefined) | 4.5
Cc1ccc(N=Cc2c(O)n(-c3ccc4c(c3)OCO4)c(=O)c3ccccc23)cc1 | 16.4
CCCC(c1nnnn1CC(=O)OCC)N(Cc1cc2ccc(C)cc2[nH]c1=O)C1CCCC1 (centres undefined) | 2.4
COC(=O)Nc1nnc(-c2ccccc2Cl)s1 | -3.3
CC(=O)Nc1sc2c(c1C(=O)N1CCOCC1)CCCCC2 | 5.8
O=c1n(-c2ccccc2)c(=O)n2n1CCC2 | 9.9
Cc1ccc(S(=O)(=O)N2C=CC(C(F)(F)F)=NCC2)cc1 | -8.5
Cn1cccc1C(=O)NC(=O)COC(=O)CNS(=O)(=O)c1ccc(Br)cc1 | -3.5
FC(F)(F)COc1nc(OCC(F)(F)F)nc(N2CCN(c3ccccc3)CC2)n1 | -1.9
Nc1cc(-c2nn[nH]n2)ccc1F | 1.5
O=C(CN1CCN(C(=O)c2ccco2)CC1)Nc1cc(C(F)(F)F)ccc1Cl | 2.0
OCCN=C1CCCc2c1[nH]c1ccc(Br)cc21 | 5.0
COCc1nnc(NS(=O)(=O)c2ccc(NC(C)=O)cc2)s1 | -4.6
Cn1c(N)c(C(=O)COC(=O)c2ccc(Br)o2)c(=O)n(C)c1=O | -5.2
CC1C2CC(CC1(C)C)N(C(=O)Nc1ccc3nccnc3c1)C2 (centres undefined) | -3.6
COc1nc(NCc2ccc(Cl)cc2)nc(OC)n1 | 11.8
O=C(NCc1ccco1)NC1CCCCC1 | -13.3
Cc1cc(Cl)ccc1NC(=S)NCc1cccs1 | -6.9
CC1CCN(S(=O)(=O)c2cn(CC(=O)N3CCN(C)CC3)c(=O)c3ccccc23)CC1 | -19.1
COC(=O)c1cc2n(n1)CCN(Cc1ccccc1Cl)C2=O | 3.0

Source: PubChem (Sanford-Burnham Center for Chemical Genomics)
